Assay outcomes as filed in PubChem BioAssay.
SW480 rereplic – induces DNA re-replication in SW480 colon adenocarcinoma cells | SW480 DNA re-replication, Hoechst DNA content imaging, 48 h | Potency, µM (top dose mostly 46.1 µM), for inactives: top-dose re-replication activation, hits mostly activators | hit rate 1.8% among 340,000 | AID 624297; further: % of control where 0% means no effect; nearly all actives have a fitted effect of over 55% in size
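Compounds, transferred as 23 nL by pin tool, were incubated with cells for 48 hr; DNA content per nucleus was then quantified by Hoechst staining and fluorescence plate imaging.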
GLP-1R agonist – GLP-1 receptor (human) agonism. hit rate 0.007% among 380,000. HEK293 GLP-1R CRE-luciferase, luminescence, 4-6 h; cells express a hypersensitive GLP-1R form. Potency, µM (series often up to 45.6 µM), for inactives: top-dose activation, hits mostly activators. P43220; further: % of control where 0% means no effect
Target sequence (P43220 whole entry, looked up): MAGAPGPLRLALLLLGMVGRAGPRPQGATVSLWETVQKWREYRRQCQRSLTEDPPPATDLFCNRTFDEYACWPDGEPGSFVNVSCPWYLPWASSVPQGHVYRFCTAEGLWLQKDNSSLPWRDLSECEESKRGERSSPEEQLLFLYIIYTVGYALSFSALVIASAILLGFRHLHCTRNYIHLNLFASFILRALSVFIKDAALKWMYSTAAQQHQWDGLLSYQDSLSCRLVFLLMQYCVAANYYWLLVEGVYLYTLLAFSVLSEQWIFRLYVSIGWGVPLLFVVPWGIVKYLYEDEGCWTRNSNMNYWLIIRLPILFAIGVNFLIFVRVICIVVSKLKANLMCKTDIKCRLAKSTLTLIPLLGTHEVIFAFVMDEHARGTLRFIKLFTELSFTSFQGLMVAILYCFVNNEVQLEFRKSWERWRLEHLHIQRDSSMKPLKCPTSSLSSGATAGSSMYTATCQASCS
HT1080 IDH1KD tx – toxicity to HT-1080 IDH1 knockdown cells (counter line). HT-1080 IDH1 knockdown viability, ATP luminescence, 48 h. Potency, µM (titrated, usually from 46.1 µM), inactives show at the highest dose activity, negative = toxicity, most hits filed as cytotoxic. hit rate 2% among 360,000;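 further: 0% = DMSO wells and -100% = cell-free medium wells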
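Knockdown cells (IDH1KD HT-1080) received compounds 2 h after plating at 750 cells/well and were kept 48 h at 37 °C in 5% FBS RPMI. A CellTiter-Glo luminescence read gave % activity for curve fitting.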
HEK293 tox – cytotoxicity in counter-screen for GLP-1R inverse agonists; Potency, µM (titrated, usually from 38.3 µM), inactives show at the highest dose activity change, negative = inhibition, usual class: inhibitors; hit rate 0.13% among 410,000; HEK293 cAMP-luciferase reporter cells, luminescence, 24 h;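 further: loss of luciferase light is scored as toxicity; on the % scale 0 is the no-effect control and ±100 the full control effect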
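Here, cytotoxicity is scored as loss of luminescence. The MLSMR collection was tested on cells seeded in medium containing 10% Nu serum, with a 24 hr compound exposure preceded by 12 hours of culture.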
GLP1R inv ag – acts as inverse agonist at human GLP-1 receptor. Potency, µM (titrated, usually from 38.3 µM), inactives show top-dose activity change, negative = inhibition, hits mostly inhibitors. P43220. hit rate 1.6% among 410,000. AID 624417. HEK293 GLP-1R CRE-luciferase, luminescence, 24 h; GLP-1R form is constitutively active; further: on the % scale 0 is the no-effect control and ±100 the full control effect; nearly all actives have a fitted effect of over 55% in size
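Constitutively active GLP-1R drives a cAMP-responsive luciferase in stably transfected HEK293 cells; test compounds are added after overnight (12 h) attachment and left 24 hr, and signal loss in luminescence marks inhibition.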
TDP43 rescue – TDP-43 toxicity inhibition in yeast; TDP-43 expressing yeast growth rescue, BacTiter-Glo, 24 h; hit rate 1.8% among 410,000; Potency, µM (series often up to 46.1 µM), without a hit: at the top dose growth rescue (activation), actives largely listed as activators; AID 652104; further: % of control where 0% means no effect; nearly all actives have a fitted effect of over 50% in size
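Yeast expressing TDP-43 (pregrown in raffinose, seeded at OD600=0.02 in galactose medium) exposed to compounds 24 hr at 30 deg C. Growth read by BacTiter-Glo luminescence; rescue of toxicity appears as increased signal.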
HT1080NT lethal – kills 2HG-producing HT-1080-NT fibrosarcoma cells. HT-1080-NT fibrosarcoma viability, CellTiter-Glo ATP luminescence, 48 h. hit rate 1.6% among 360,000. Potency, µM (top dose mostly 46.1 µM), for the others: top-dose activity, negative = less viability, actives largely listed as cytotoxic;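 further: NT is the 2HG producing partner of a matched IDH1 knockdown line; 0% = DMSO-treated cells and -100% = media-only wells without cells; nearly all actives have a fitted effect of over 55% in size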
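750 cells/well, RPMI + 5% FBS; 2 h settle, compound pin-transfer, 48 h at 37 degrees C. CellTiter-Glo 10 min RT, luminescence. Normalized to DMSO and media-only wells.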
KB-3-1 tox – kills parental KB-3-1 adenocarcinoma cells; KB-3-1 viability, CellTiter-Glo ATP luminescence, 72 h; Potency, µM (doses to about 46.1 µM), for the others: at the top dose activity change, negative = cytotoxic, usual class: cytotoxic; hit rate 1.4% among 400,000; further: on the % scale 0 is the no-effect control and ±100 the full control effect; nearly all actives have a fitted effect of over 60% in size
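KB-3-1 parental drug-naive adenocarcinoma cells in DMEM/10% FBS, incubated 72 h at 37 C with pin-transferred compounds across a concentration series. Viability by CellTiter-Glo luminescence; concentration-response curves fitted after normalization.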
KB-V1 MDR tox – KB-V1 MDR subline cytotoxicity | hit rate 3.4% among 400,000 | Potency, µM (top dose mostly 46.1 µM), without a hit: at the highest dose activity change, negative = cytotoxicity, most hits filed as cytotoxic | KB-V1 MDR cells viability, CellTiter-Glo, 72 h; further: on the % scale 0 is the no-effect control and ±100 the full control effect; nearly all actives have a fitted effect of over 60% in size
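KB-V1 MDR subline cells in DMEM (phenol-red free, 10% FBS) exposed to compounds in qHTS concentration series for 72 h at 37 degrees C. Viability read by CellTiter-Glo luminescence; concentration-effect curves fitted after normalization and correction.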
An asterisk follows results filed as active; ? = inconclusive; . = no result given; [ ] = remark or other dose. The call rests on the fitted dose curve; in most records, active means well fitted curve in the direction sought with a large enough effect; inconclusive means small, poorly fitted or top-dose-only effect, or another doubt; inactive means no such curve, though single readings can be large; an effect the other way counts as inactive or inconclusive. Potency means the concentration at half of the fitted maximal effect.

SMILES,SW480 rereplic,GLP-1R agonist,HT1080 IDH1KD tx,HEK293 tox,GLP1R inv ag,TDP43 rescue,HT1080NT lethal,KB-3-1 tox,KB-V1 MDR tox
Cc1ccn2c(NC3CCCCC3)c(-c3cccc(-c4cccc(Cl)c4)c3)nc2c1,?,-4%,?,?,4µM*,-74%[inhibitor],?,0%,-9%
CN(C)S(=O)(=O)c1cccc(NC(=O)c2ccc(N3CCCC3=O)cc2)c1,-17%,2%,-6%,3%,8%,-10%,-8%[9.24 µM],-6%,11%
Cc1onc(-c2ccccc2Cl)c1C(=O)NCc1ccccc1F,16%,-1%,11%,-5%,-29%,25%,15%,-6%,?
CC1(C)CN(c2ccc(Br)cc2)C(=O)[C@H]1CC(=O)Nc1ccccc1,.,-6%,-9%,5%,?,18µM*,-10%,?,-17%
COc1ccc2nc(SCC(=O)Nc3nccs3)[nH]c2c1,14%,-7%,9%,-19%,2%,13%,23%,6%,?
Cn1c(SCC(=O)N2CCOCC2)nnc1-c1ccc2ncccc2c1,-4%,16%,15%,-4%,13%,-28%,0%,19%,17%
c1cncc(-c2nc3c(ccc4ccccc43)[nH]2)c1,-12%,-1%,0%,-27%,40%[activator],2%,0%,5%,-1%
C[C@H](CO)N1C[C@H](C)[C@@H](CN(C)S(=O)(=O)c2cn(C)cn2)Oc2cc(Br)ccc2S1(=O)=O,.,4%,4%,-10%,6%,21%,4%,22%,26%
Cc1ccc(S(=O)(=O)N2CCCOC2CNC(=O)C(=O)NCc2ccccc2C)cc1 (configuration not stated),-4%,1%,-2%,-2%,-13%,0%,1%,0%,?
CC(/C=C/c1cccs1)=C\C(=O)O,-4%,2%,-5%,-2%,10%,-16%,3%,-3%,2%
COC(=O)c1ccc(CN2C(=O)C(C)ON=C2c2ncccc2C)o1 (configuration not stated),.,4%,8%,3%,10%,5%,24%,-3%,-7%
O=S(=O)(NCc1ccc2c(c1)OCO2)c1c(F)cc(F)cc1Br,8%,14%,-4%,9%,1%,29%,-4%,-4%,-7%
CCOC(=O)Cn1c(SC)nc2sc3c(c2c1=O)CC(C)(C)OC3,-1%,16%,7%,27%,-26%,-11%,2%,-3%,0%
Cc1ccccc1OCC(=O)N/N=C/c1c(C)nn(-c2ccccc2)c1Cl,20%,0%,18%,-17%,6%,15%,18%,10%,-7%
CC1=CC(C)(C)N2C(=O)C3(SCC(=O)N3c3ccc(O)cc3)c3cc(C)cc1c32 (configuration not stated),-16%,-8%,1%,-16%,-1%,-12%,2%,-3%,1%
COc1ccccc1CC(=O)Nc1c[nH]c(=O)[nH]c1=O,0%,0%,16%,5%,19%,10%,11%,4%,-8%
C1CCC(Nc2nc3nonc3nc2N2CCSCC2)C1,-1%,11%,-4%,5%,5%,13%,1%,18%,7%
CC(C)(C)c1cc(-c2ccccc2)no1,-7%,12%,12%,6%,2%,-6%[1.82 µM],12%,8%,23%
COC(=O)[C@@H]1C[C@@H](c2ccccc2)[C@H](C)C1(C)C,-1%,-1%,-5%,-23%,11%,7%,2%,?,-5%
Cc1ccc(NC(=O)C2CCN(S(C)(=O)=O)CC2)cc1,-12%,-15%,-4%,-8%,-4%,-23%,15%,11%,0%
Cc1ccc2sc(NNC(=O)c3ccc4c(c3)OCCO4)nc2c1C,7%,0%,1%,-14%,?,-11%,0%,-11%,0%
CCN(CC(=O)N1CCCC1)S(=O)(=O)c1ccc2ccccc2c1,-24%,4%,-5%,1%,-11%,-17%,-11%,0%,-1%
CCNC(=O)N1CCCC(C(=O)c2ccc3cc(OC)ccc3c2)C1 (configuration not stated),6%,3%,16%,-2%,19%,-11%,-2%,-3%,1%
CCOc1ccc(S(=O)(=O)N/N=C2/CC(c3ccccc3)Oc3ccccc32)cc1 (configuration not stated),9%,-9%,-23%,-51%,-2%,25%,-5%,?,18µM*
Cc1cc(C)n(-c2nnc(Nc3ccc(C(C)C)cc3)c3ccccc23)n1,.,.,.,0%,?,15%,.,-3%,4%
O=C(O)c1ccccc1OCCOc1ccccc1C(=O)O,1%,-11%,15%,-1%,3%,15%,12%,4%,5%
O=C(COc1cc2oc(=O)c3c(c2cc1Cl)CCC3)NCc1ccncc1,-6%,-3%,9%,0%,41%,-2%,10%,?,-12%
CCOc1ccc(NS(=O)(=O)c2ccc3[nH]c(=O)c(=O)[nH]c3c2)cc1,4%,0%,?,9%,42%[activator],-8%,5%,-1%,5%
Cc1ccc(S(=O)(=O)N(C)c2ccc(OCC(=O)Nc3cccc(-n4cnnn4)c3C)cc2)cc1,-9%,-4%,-7%,-1%,-18%,7%,-16%,-5%,?
COc1ccc(S(=O)(=O)NN=C2CCCCC2)cc1,0%,-13%,-1%,-3%,32%[activator],-23%,-3%,-21%,2%

Arranged by the number under GLP-1R agonist (descending): 4 of the compounds above.
SMILES	SW480 rereplic	GLP-1R agonist	GLP1R inv ag
O=S(=O)(NCc1ccc2c(c1)OCO2)c1c(F)cc(F)cc1Br	8%	14%	1%
C[C@H](CO)N1C[C@H](C)[C@@H](CN(C)S(=O)(=O)c2cn(C)cn2)Oc2cc(Br)ccc2S1(=O)=O	.	4%	6%
Cc1ccc2sc(NNC(=O)c3ccc4c(c3)OCCO4)nc2c1C	7%	0%	?
COc1ccc2nc(SCC(=O)Nc3nccs3)[nH]c2c1	14%	-7%	2%

Following part
SMILES,SW480 rereplic,GLP-1R agonist,HT1080 IDH1KD tx,HEK293 tox,GLP1R inv ag,TDP43 rescue,HT1080NT lethal,KB-3-1 tox,KB-V1 MDR tox
C=CCn1c(SCC(=O)NCC2CCCO2)nc2scc(-c3ccco3)c2c1=O (configuration not stated),-8%,30%,-2%,-22%,2%,-2%,5%,4%,20%
O=C1C(C2=NC(c3ccccn3)C3C(=O)N(c4ccc(OC(F)(F)F)cc4)C(=O)C23)=C(O)c2ccccc21 (configuration not stated),-8%,-2%,-2%,23%,-8%,6%,-1%,4.6µM*,3%
Cn1cccc1-c1cc2n(n1)CCC(=O)N2CCCC(=O)NCc1cccc(Cl)c1,.,.,.,-10%,-7%,32%,.,2%,0%
CCOc1ccc(CCNC(=O)NCc2noc3ccc(C)cc23)cc1,.,.,.,-4%,-15%,23%,.,-2%,1%
C1=CC2(C=C1)OC21CCC2(C=CC3(C2)OC3C2CCCCC2)CC1 (configuration not stated),.,-4%,7%,-7%,?,22%,8%,-4%,4%
CCOC(=O)C1CCN(CCC(=O)Nc2ccccc2)CC1,1%,4%,13%,10%,-14%,24%,12%,5%,3%
O=C(CN(C(=O)c1ccc2c(c1)OCCO2)c1ccccc1)NCC1CCCO1 (configuration not stated),0%[9.22 µM],-4%,10%,-11%,0%,-5%,8%,0%,1%
CCOC(=O)c1ccc(CNC(=O)c2n[nH]c(=O)c3ccccc23)o1,5%,6%,5%,1%,64%[activator],3%,?,25%,6%
Cn1c(=O)c2c(-c3cccc(Br)c3)n(C(C)(C)CO)cc2n(C)c1=O,.,.,.,-8%,-1%,12%,.,7%,2%
CCC(C(=O)Nc1ccccc1C(=O)OC)n1c(C)c2cnn(-c3ccccc3)c(=O)c2c1C (configuration not stated),.,.,.,2%,?,-10%,.,0%,-16%
COc1cnn(Cc2ccccc2)c(=O)c1SCc1ccccc1,-9%,10%,2%,3%,?,?,3%,-9%,0%
CN(C)C(=O)CSc1nnc([C@H](Cc2c[nH]c3ccccc23)NC(=O)OC(C)(C)C)o1,-6%,0%,10%,-4%,4%,14%,-3%,0%,13µM*
CCC(C)NC(=O)c1ccc(NC(=O)C2=C(C)OCCS2)cc1 (configuration not stated),-2%,2%,6%,5%,10%,12%,9%,13%,6%
O=C(Cn1cccc1)NCc1cccs1,-2%,-7%,-8%,7%,0%,0%,-1%,-2%,-17%
CCOC(=O)c1[nH]nc(N)c1NC(=O)c1ccc(Cl)cc1Cl,1%,4%,-17%,-2%,-2%,15%,1%,5%,3%
CCC(C(=O)Nc1cc(C(=O)Nc2cc(C)ccn2)ccc1Cl)c1ccccc1 (configuration not stated),-3%,3%,-3%,-3%,?,?,-8%,-5%,?
O=Cc1cccc(OCc2cccc3ccccc23)c1,?,18%,?,-5%,12%,14µM*,?,5%,-13%
Cc1ccc(NC(=O)Cn2c(=O)n(Cc3ccc4c(c3)OCO4)c(=O)c3ccccc32)cc1,.,-1%,.,2%,0%,?,.,15%,7%
CCN(CC)C(=O)C1=C(C)N(CCC2=CCCCC2)C(=O)C(CC(=O)NCc2cccs2)C1 (configuration not stated),.,-1%,0%,-20%,-11%,24%,0%,-28%,?
CC(C)(C)c1ccc(CC(=O)N2CCC2(C)C(=O)Nc2ccc(F)cc2F)cc1 (configuration not stated),.,-6%,?,3%,?,?,-24%,-5%,0%
CSc1cccc(NC(=O)CCCNC(=O)c2ccc(Cl)cc2)c1,-10%,14%,-14%,-14%,-19%,10%,-14%,-1%,5%
O=C(COc1ccc(Br)cc1)Nc1nnc(-c2cccnc2)s1,-10%,0%,5%,-2%,8%,-18%,4%,-1%,-4%
CCCN(CC(=O)Nc1ccccc1C)C(=O)C1CC(=O)N(c2ccccc2C(C)CC)C1 (configuration not stated),-4%,-2%,-7%,-16%,-10%,11%,-7%,6%,0%
CC(C)N1C(=O)C(O)(C2COC(C)(C)CC2=O)c2ccccc21 (configuration not stated),?,-5%,-2%,4%,11%,20%,-1%,-4%,0%
CCc1ccc(C=NC23CN4CN(CN(C4)C2)C3)s1,-3%,-11%,3%,1%,9%,-12%,7%,4%,-8%
